Mtb RmlCD inh: M. tuberculosis RmlC/RmlD coupled enzyme inhibitors, primary screen, biochemical, compound mixtures, 384-well, from 1536-well plates; dTDP-4-dehydrorhamnose reductase (Mycobacterium tuberculosis (strain ATCC 25618 / H37Rv)) …; RmlC+RmlD coupled enzyme assay, percent inhibition; primary screen in compound mixtures; inhibition, % at 3.6 µM; 160,000 tested, 0.03% active; in the data active = inhibition mostly above about 34%, no sharp cut-off; note: some results filed as inactive read as strong as hits
Target sequence (P9WH09 whole entry, looked up): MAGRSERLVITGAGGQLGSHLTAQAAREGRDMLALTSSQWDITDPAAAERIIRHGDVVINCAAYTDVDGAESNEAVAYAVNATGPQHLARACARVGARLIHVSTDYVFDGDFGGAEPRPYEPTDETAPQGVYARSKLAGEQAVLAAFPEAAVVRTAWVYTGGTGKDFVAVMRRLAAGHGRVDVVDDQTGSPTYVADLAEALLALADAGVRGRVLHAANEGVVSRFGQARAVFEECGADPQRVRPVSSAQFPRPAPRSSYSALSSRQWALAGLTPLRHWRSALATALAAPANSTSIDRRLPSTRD
Target sequence (P9WH11 whole entry, looked up): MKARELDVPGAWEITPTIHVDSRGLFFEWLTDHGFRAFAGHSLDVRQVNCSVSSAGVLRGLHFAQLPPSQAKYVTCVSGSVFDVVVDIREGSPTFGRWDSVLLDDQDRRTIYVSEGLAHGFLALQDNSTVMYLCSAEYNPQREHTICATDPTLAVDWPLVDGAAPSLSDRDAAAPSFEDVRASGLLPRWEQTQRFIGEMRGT
M. tuberculosis GlmU: inhibition of mycobacterial GlmU enzyme – biochemical, glucosamine-1-phosphate acetyltransferase (AID 1376); 220,000 tested, 0.25% active; inhibition, %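 (tested at 30 µM in the primary screen)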, or IC50 in µM where a hit was titrated; M. tuberculosis GlmU acetyltransferase enzyme assay; higher % means a stronger effect; in the data active = inhibition above about 13%;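 note: 0% = complete reaction with vehicle and 100% = reaction without substrate; strong numbers were not always called active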
Numbers without * were called inactive; . = no result given. An excerpt (hit frequency here may not be typical).

Screens in order – Mtb RmlCD inh	M. tuberculosis GlmU
Cc1cccc(C2C3=C(CCCC3=O)N=C3c4ccccc4C(=O)C32)c1 (centres undefined)
→ -8	0.8%
Cc1cc(C)n(CCc2nc3c4ccccc4n(CC#N)c(=O)n3n2)n1
→ -8	-0.6%
O=C(CN1CCC(O)(c2ccc(F)cc2)CC1)NCc1ccc(F)cc1
→ -2	-3.1%
Cc1cc2c(cc1C)N(CC(=O)N1CCCC1)C(=O)CC(c1ccccc1)=N2
→ -13	7.3%
Cc1[nH]c2ccccc2c1/C=N/Nc1nc(N2CCCCC2)nc(N2CCCCC2)n1
→ 5	6.1%
CCOc1ccc(NC(=O)C(c2ccccn2)N(C(=O)CCl)c2ccc(F)cc2)cc1 (centres undefined)
→ -8	7.5%
O=C(CCCC(=O)OCC(F)(F)C(F)F)Nc1nccs1
→ 6	1.1%
O=C(C1CCCN(S(=O)(=O)c2cnc[nH]2)C1)N(CCc1ccccc1)Cc1ccccc1 (centres undefined)
→ 10	-0.2%
COc1ccc(-c2c(C#N)c(N)nc3c2CCCC3)cc1OC
→ .	1.1%
O=c1oc2ccccc2cc1-c1csc(Cc2nc(-c3ccc(Cl)cc3)cs2)n1
→ -54	-6.1%
CCn1c(CNC(=O)COc2ccc(C(C)C)cc2)nnc1SCC(=O)Nc1cc(F)ccc1C
→ -9	3.7%
CNC(=O)[C@@H]1C[C@H]1[C@@H](NC(=O)CNC(=O)OCc1ccccc1)c1ccccc1
→ .	-4.5%
N#Cc1c(-c2ccco2)cc(-c2ccccc2)[nH]c1=O
→ -2	0.7%
CCOC(=O)c1ccc(NC(=O)COc2cc(=O)n(CC)c3ccccc23)cc1
→ .	1.8%
CC(C)CC(NC(=O)OC(C)(C)C)C(=O)NC(C(=O)N1CCCC1C(N)=O)C(C)C (centres undefined)
→ 8	-3.1%
Cc1ccc(S(=O)(=O)C2(C(=O)NC3CCCCC3C)CC2)cc1 (centres undefined)
→ -1	-1.1%
O=C1C2CC=C(Cl)CC2C(=O)N1CN(Cc1ccco1)CN1C(=O)C2CC=C(Cl)CC2C1=O (centres undefined)
→ .	5.0%
COc1cc(NS(=O)(=O)c2ccc(Cl)cc2)c(C(=O)O)cc1OC
→ .	3.5%
O=C(Cn1cnc2ccccc21)NCc1ccccc1
→ -1	2.6%
Cc1cc(OC(=O)c2cc(F)c(F)cc2Cl)nc(C)n1
→ 8	7.3%
CC(=O)Nc1ccc(S(=O)(=O)c2ccc(N)cc2)cc1N
→ -6	2.9%
O=C(CSc1ccccc1)NCc1ccccn1
→ .	1.2%
Cc1cc([N+](=O)[O-])nn1CC(=O)Nc1c(C)n(C)n(-c2ccccc2)c1=O
→ -1	1.1%
O=C(CC1SC(=Nc2ccccc2)N(CCc2ccccn2)C1=O)Nc1ccc(F)cc1 (centres undefined)
→ 1	4.0%
COCCOC(=O)C1=C(C)Nc2nc(C)nn2C1c1ccc(F)cc1 (centres undefined)
→ 12	3.0%
COc1cc(CNc2ccc(CNc3ncn[nH]3)cc2)cc(Cl)c1OCc1ccccc1
→ 77	4.7%
CCC(C)C(=O)Nc1ncc2c(n1)CC(c1cccs1)CC2=O (centres undefined)
→ .	-1.7%
Cc1c(C(=O)N2CCC3(CC2)OCCO3)sc2ncnc(N3CCc4ccccc4C3)c12
→ -2	-0.3%
N#Cc1c2c(c(Nc3ccc(O)cc3)n3c1nc1ccccc13)CCC2
→ 10	-6.6%
CC(Sc1nc(N)cc(=O)[nH]1)C(=O)Nc1sc2c(c1C#N)CCCC2 (centres undefined)
→ 9	-3.5%
Cc1ccc(/C=N/NC(=O)CNC(=O)COc2ccccc2)cc1
→ 11	-0.8%
Clc1cccc(C2=NOC(c3nnc(-c4ccccc4)o3)C2)c1 (centres undefined)
→ .	-1.2%
CCOC(=O)CSc1nc2cc(C(=O)OC)ccc2c(=O)n1CCN1CCOCC1
→ -10	0.1%
COc1cc2[nH]c3c(c2cc1OC)CCN1CCCC[C@@H]31
→ .	1.9%
c1ccc(CNc2nc3ccccc3[nH]2)cc1
→ .	2.1%
Cc1cc(C)n(C(=O)c2ccc([N+](=O)[O-])cc2N)n1
→ 4	0.1%
COc1ccccc1CN1C(=O)[C@@H]2Cc3c([nH]c4ccccc34)C(C)(C)N2C1=O
→ .	1.7%
CCC(C)(C)NC(=O)CN(C(=O)c1snc(C(N)=O)c1N)c1ccc2nc(C)sc2c1
→ 9	-2.3%
O=C(NCCC1=CCCCC1)C(c1ccccc1)c1ccccc1
→ 14	1.8%
COc1ccccc1C1=NOC(COc2ccc3c(C)cc(=O)oc3c2)C1 (centres undefined)
→ -7	-3.9%
O=C(CSc1nnc(C2COc3ccccc3O2)o1)N1CCCc2ccccc21 (centres undefined)
→ 45	0.1%
O=C(COC(=O)C1CCN(S(=O)(=O)c2cccs2)CC1)Nc1ccccc1Br
→ -11	0.1%
Nc1ccc(Nc2ccccc2)c(Cl)c1
→ .	3.3%
CCOC(=O)COc1ccccc1/C=C1\NC(=O)NC1=O
→ 5	1.3%
NC(=O)CSc1nc2cc3c(cc2c(=O)n1CCCC(=O)NCc1ccc2c(c1)OCO2)OCO3
→ .	9.3%
Cn1c(=O)c2c(nc(SCCN3CCOCC3)n2Cc2cccc3ccccc23)n(C)c1=O
→ 7	10%
O=c1cc(-c2cccc(Br)c2)oc2cccc(O)c12
→ .	0.3%
CC(C)(C)NC(=O)CSc1nnc(-c2ccncc2)o1
→ 7	-1.5%
COc1cccc2cc(C(=O)N3CCN(c4ccc(C)cc4C)CC3)c(=O)oc12
→ -6	-1.4%
COc1ccc(OCCCC(=O)Nc2ccc3c(c2)OCO3)cc1
→ .	5.0%
Cc1cc(NC(=O)/C=C/c2cccc(F)c2)n(-c2nc3ccccc3[nH]2)n1
→ 0	-0.8%
COc1ccc(N2CCN(S(=O)(=O)c3ccc(Cl)s3)CC2)cc1
→ 4	0.8%
COc1ccc2c(=O)c(Oc3ccc(C(=O)O)cc3)c(C(F)(F)F)oc2c1
→ -9	-3.3%
O=C([C@@H]1CC=C[C@@H]2CCN(C3CCCCC3)C(=O)[C@@H]21)N1CCN(c2ccccc2)CC1
→ .	-6.8%
CCN(CC)S(=O)(=O)c1cccc(-c2n[nH]c(=S)n2/N=C/c2ccc(C(=O)OC)cc2)c1
→ -9	2.6%
O=C(COC(=O)C1CC(=O)N(c2nc(-c3ccccc3)cs2)C1)c1ccccc1 (centres undefined)
→ .	3.0%
CCN(C(=O)CSc1nc2cc(C(F)(F)F)ccc2n1Cc1ccccc1)C1CCS(=O)(=O)C1 (centres undefined)
→ -18	0.7%
COc1ccc2c(C)c(C(=O)O)oc2c1
→ .	-0.6%
Cc1ccc(-c2csc(NC(=O)Cn3[nH]c(=O)c4ccccc4c3=O)n2)cc1
→ .	-5.9%
Cc1ccc(CN(C)C(=O)c2cc(COc3ccc(F)cc3Cl)on2)o1
→ 8	6.8%

Continued; the last 5 above are carried over.
Screens in order – Mtb RmlCD inh	M. tuberculosis GlmU
O=C(COC(=O)C1CC(=O)N(c2nc(-c3ccccc3)cs2)C1)c1ccccc1 (centres undefined)
→ .	3.0%
CCN(C(=O)CSc1nc2cc(C(F)(F)F)ccc2n1Cc1ccccc1)C1CCS(=O)(=O)C1 (centres undefined)
→ -18	0.7%
COc1ccc2c(C)c(C(=O)O)oc2c1
→ .	-0.6%
Cc1ccc(-c2csc(NC(=O)Cn3[nH]c(=O)c4ccccc4c3=O)n2)cc1
→ .	-5.9%
Cc1ccc(CN(C)C(=O)c2cc(COc3ccc(F)cc3Cl)on2)o1
→ 8	6.8%
Cn1cc(C(=O)N2CCOCC2)c2ccccc21
→ -5	4.0%
CCCn1cc(NC(=O)c2cc3n(n2)C(C(F)(F)F)CC(c2ccccc2)N3)cn1 (centres undefined)
→ 0	2.8%
COc1ccc2cc(S(=O)(=O)N3CCCCCC3)ccc2c1
→ .	6.3%
CCCC[C@@H]1C[C@H]1[C@@H](NC(=O)c1cccs1)c1ccc(Cl)cc1
→ .	1.4%
Cc1onc(-c2c(F)cccc2Cl)c1C(=O)N1CCc2ccccc2C1
→ 6	-1.3%
COc1ccc(O)c(/C=c2/sc3nc4cc(C)c(C)cc4n3c2=O)c1
→ 1	-2.6%
COc1ccc(C(=O)C(C)OC(=O)c2cccc(S(=O)(=O)Nc3cc(Cl)c(OC)cc3OC)c2)cc1 (centres undefined)
→ -4	-6.3%
CC1CCC2(CC1)Nc1ccccc1C(=O)N2c1ccccc1 (centres undefined)
→ .	-0.5%
COc1ccc(NC(=S)N/C(=N/S(=O)(=O)c2ccc(C)cc2)c2ccccc2)cc1
→ -15	0.7%
Cc1ccc(C(=O)N/N=C2\SCC(=O)N2c2cc(C)ccc2C)cc1
→ .	5.7%
O=C(Cc1ccccc1)Nc1nnc(-c2cccs2)s1
→ -7	.
Cc1ccc(C)c(-n2c(-c3ccc(Br)cc3)csc2=NC(=O)c2ccccc2F)c1
→ .	-0.6%
Cc1nonc1C1CCCN1Cc1nc(-c2ccc(F)cc2F)oc1C (centres undefined)
→ -5	1.8%
COc1ccc(N(CC(=O)Nc2ccc3c(c2)OCCO3)S(=O)(=O)c2c(C)nn(C)c2C)cc1
→ 1	.
COC(=O)C(C)Sc1nc2c(cnn2-c2ccccc2)c(=O)[nH]1 (centres undefined)
→ -11	6.1%
Cc1ccc(C2CC2C(=O)NN)cc1 (centres undefined)
→ 8	7.0%
Nc1cc(N)nc(SCc2ccccc2)n1
→ .	-4.9%
O=S(=O)(c1ccccc1)N1CCC2(CC1)CO2
→ .	2.8%
COc1ccccc1NC(=O)Nn1cnnc1
→ .	-0.6%
C=C(C)CN1CC[C@]23c4c5ccc(O)c4O[C@H]2c2[nH]c4ccccc4c2C[C@@]3(O)C1C5
→ -6	3.5%
Cc1onc(-c2ccccc2)c1C(=O)NC(=S)NNC(=O)c1ccc(O)cc1
→ -9	49%
O=C1/C(=C\c2ccccn2)SC(=S)N1Nc1ncc(C(F)(F)F)cc1Cl
→ -11	-3.4%
CN(C)/C=C/c1onc(-c2ccccc2Cl)c1C#N
→ -21	.
O=C(Nc1cc(N2CCOCC2)ncn1)c1ccccc1
→ 9	7.0%
COc1ccc(C2(C(F)(F)F)NC(=O)N(C)C(=O)N2C)cc1 (centres undefined)
→ 11	-1.4%
COCCCNC(=O)/C=C/c1ccc(OCc2c(F)cccc2Cl)cc1
→ 3	6.0%
CCOc1ccc(NC(=O)c2ccccc2O)cc1
→ .	-3.1%
O=C(NC(=S)NCCN1CCOCC1)c1ccccc1
→ 18	1.6%
Clc1cc(-c2ccc(/C=N/n3cnnc3)o2)ccc1Br
→ .	-0.3%
O=C(N/N=C1/CC2C=CCC12)c1ccco1 (centres undefined)
→ 6	2.3%
O=C(c1ccccc1)c1cccc(NC(=O)c2ccc(Br)o2)c1
→ .	-6.9%
O=C(Nc1cccc(-c2csc(-c3ccccc3)n2)c1)c1cccs1
→ .	-3.5%
FC(F)(F)c1ccc2c(c1)C1C=CCC1C(c1ccncc1)N2 (centres undefined)
→ -9	0.1%
O=C1[C@H]2[C@@H](C(=O)N1c1cccc3ccccc13)C1(C(=O)c3ccccc3C1=O)N1CCC[C@@H]21
→ 4	-0.4%
COc1ccc(/C(N)=N/O)c(OC)c1
→ -7	2.9%
CC1(c2ccc3c(c2)OCO3)NC(=O)N(CC(=O)Nc2ccc(N3CCOCC3)cc2)C1=O (centres undefined)
→ .	1.6%
COc1ccc(-c2cccc(C3CC=CC4C3C(=O)N(Cc3ccccc3)C4c3ccc4ccccc4c3)c2)cc1 (centres undefined)
→ .	1.4%
COc1ccc(NC(=O)CC2Nc3cccc4cccc(c34)NC2=O)cc1 (centres undefined)
→ -11	4.0%
CC1(C)CN=C(Nc2ccc(F)c(F)c2)S1
→ 9	-5.9%
O=c1nc2n(c3ccc(Br)cc13)CCS2
→ .	3.7%
COc1cc(/C=C(\C#N)C(=O)NCCc2ccccc2)cc(OC)c1O
→ .	-3.5%
CNc1nc(N)c(C(=O)C23CC4CC(CC(C4)C2)C3)s1
→ 9	-1.9%
CCC(=NC(C)c1ccccc1)c1c(O)n(C)c(=O)n(C)c1=O (centres undefined)
→ 5	-3.1%
CC1=NN(c2ccccc2)C(=O)C1(C)C
→ 6	0.9%
CCOc1ccc(NC(C)=O)cc1[N+](=O)[O-]
→ 5	1.0%

Entries from the list above that have a cyano group (7):
Screens in order – Mtb RmlCD inh	M. tuberculosis GlmU
Cc1cc(C)n(CCc2nc3c4ccccc4n(CC#N)c(=O)n3n2)n1
→ -8	-0.6%
COc1ccc(-c2c(C#N)c(N)nc3c2CCCC3)cc1OC
→ .	1.1%
N#Cc1c(-c2ccco2)cc(-c2ccccc2)[nH]c1=O
→ -2	0.7%
N#Cc1c2c(c(Nc3ccc(O)cc3)n3c1nc1ccccc13)CCC2
→ 10	-6.6%
CC(Sc1nc(N)cc(=O)[nH]1)C(=O)Nc1sc2c(c1C#N)CCCC2 (centres undefined)
→ 9	-3.5%
CN(C)/C=C/c1onc(-c2ccccc2Cl)c1C#N
→ -21	.
COc1cc(/C=C(\C#N)C(=O)NCCc2ccccc2)cc(OC)c1O
→ .	-3.5%

Going on with the list.
Screens in order – Mtb RmlCD inh	M. tuberculosis GlmU
CC(C)NS(=O)(=O)c1ccc(N2C(=O)c3ccccc3C2=O)cc1
→ .	4.1%
COc1ccccc1C(=O)Nc1cccc(S(=O)(=O)N2CCCC2)c1
→ 20	1.6%
O=Cc1c(C(=O)O)n(CC(=O)O)c2ccccc12
→ 27	1.2%
O=C(CSc1nccn1-c1ccccc1)Nc1ccc2c(c1)OCO2
→ -5	-0.3%
Cc1ccccc1C(=O)Nc1nc(SCc2ccc(Cl)cc2)n[nH]1
→ 1	.

Screens deposited in PubChem by several laboratories.
